Screens from PubChem BioAssay.
EP2 antag = EP2 receptor (human) inhibition | hit rate 0.52% among 260,000 | C6 glioma cells expressing human EP2, cAMP TR-FRET; cells stimulated with saturating PGE2 | inhibition, % at 25 µM | P43116;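 active = percent inhibition above 40 after rounding to a whole number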;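 also: rat C6 glioma host cells with rolipram phosphodiesterase inhibitor present; the protocol text gives 20 µM as final concentration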
Target sequence (P43116 whole entry, looked up): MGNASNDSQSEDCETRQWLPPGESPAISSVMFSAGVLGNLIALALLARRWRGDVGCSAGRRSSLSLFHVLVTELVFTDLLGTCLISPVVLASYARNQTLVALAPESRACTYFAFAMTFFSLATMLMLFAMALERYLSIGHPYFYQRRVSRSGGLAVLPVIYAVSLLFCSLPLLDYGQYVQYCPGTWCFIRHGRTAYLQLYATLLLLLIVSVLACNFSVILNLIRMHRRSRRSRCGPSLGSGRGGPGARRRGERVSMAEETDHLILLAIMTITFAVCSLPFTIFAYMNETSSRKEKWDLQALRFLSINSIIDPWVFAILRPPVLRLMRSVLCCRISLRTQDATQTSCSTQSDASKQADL
CHOP inh = CHOP inhibition in unfolded protein response; CHO-K1 CHOP-promoter luciferase, tunicamycin-induced, 15-18 h; inhibition, % at 10 µM; AID 2732; hit rate 3.8% among 220,000;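 active = compounds that reduced the stress-induced luciferase reporter signal by more than about 70% of percent inhibition, limit read from the data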;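 also: 0% = tunicamycin plus vehicle and 100% = wells without tunicamycin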
14-3-3 Bad inh = disrupts binding of bovine 14-3-3 zeta to phospho-Bad peptide. inhibition, % at 21.7 µM. TR-FRET 14-3-3zeta/Dy647-pBad peptide displacement, 1 h. hit rate 0.71% among 220,000. AID 781;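 active = inhibition above about 70%, limit read from the data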;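 also: 0% = full 14-3-3 plus peptide FRET controls and 100% = background without 14-3-3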
PPC-1+TRAIL kill = compounds killing PPC-1 cancer cells with TRAIL present (potentiator screen, no TRAIL-free arm). PPC-1 cells + TRAIL, ATPLite viability luminescence. cell killing (% activity), % at 4 µM. hit rate 0.41% among 220,000;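 active = cell killing above 50% in the first pass at 4 µM, then a duplicate retest at 5 µM averaging 50% or more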;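 also: plate controls were cells with TRAIL plus DMSO for no effect and medium-only wells lacking cells for full effect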
TRPN1 ag = agonists of zebrafish TRPN1 channel. HEK293 zebrafish TRPN1-YFP, Fluo-8 calcium fluorescence; 100% = response to 87 µM carbachol. activation, % at 3 µM. hit rate 0.18% among 220,000. AID 1424;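 active = activation above its plate's cutoff, the mean activation of test wells on that plate plus 3 SD, cut at about 19% in these data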;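 also: 0% = DMSO alone and 100% = 87 µM carbachol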
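Assay system: Zebrafish TRPN1-YFP in HEK293 cells | Incubation: Dye loading 1 h at 37 °C, then 30 min room temperature | Measured by: Kinetic Fluo-8 fluorescence, ex 470-495, em 515-575 nm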
NPY1 pot ag = potentiates or activates human NPY-Y1 receptor. hit rate 0.37% among 220,000. P25929. NPY-Y1 expressing cells, potentiator/agonist activation. activation, % at 3.6 µM; in the data active = activation above about 33%, passing the limit was not always enough;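 also: cells stimulated with NPY at EC10 then isoproterenol at EC100; 0% = low agonist plus stimulus and 100% = saturating agonist plus stimulus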
EP2 modulator = modulators of human EP2 prostaglandin E2 receptor; induction, % at 25 µM; hit rate 0.83% among 260,000; P43116; EP2-expressing cells, cAMP HTRF FRET, PGE2 co-stimulation; AID 940;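 active = compounds whose cAMP rise, as percent of the full-agonist control response, exceeds 60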;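 also: rat C6 glioma line stably carrying human EP2 under a CMV promoter; the protocol text gives 20 µM as final concentration; 100% = response of wells given 1 µM PGE2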
TRPML3 agonist = activates the human TRPML3 channel; Q8TDD5; HEK293 TRPML3-YFP, Fluo-8 calcium fluorescence; 100% = the carbachol control signal; activation, % at 3 µM; hit rate 0.29% among 220,000; AID 1448;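 active = activation above its plate's cutoff, the mean activation of the plate's test wells plus 3 SD, cut at about 12% in these data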;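 also: 0% = DMSO only wells and 100% = carbachol wells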
Target sequence (Q8TDD5 whole entry, looked up): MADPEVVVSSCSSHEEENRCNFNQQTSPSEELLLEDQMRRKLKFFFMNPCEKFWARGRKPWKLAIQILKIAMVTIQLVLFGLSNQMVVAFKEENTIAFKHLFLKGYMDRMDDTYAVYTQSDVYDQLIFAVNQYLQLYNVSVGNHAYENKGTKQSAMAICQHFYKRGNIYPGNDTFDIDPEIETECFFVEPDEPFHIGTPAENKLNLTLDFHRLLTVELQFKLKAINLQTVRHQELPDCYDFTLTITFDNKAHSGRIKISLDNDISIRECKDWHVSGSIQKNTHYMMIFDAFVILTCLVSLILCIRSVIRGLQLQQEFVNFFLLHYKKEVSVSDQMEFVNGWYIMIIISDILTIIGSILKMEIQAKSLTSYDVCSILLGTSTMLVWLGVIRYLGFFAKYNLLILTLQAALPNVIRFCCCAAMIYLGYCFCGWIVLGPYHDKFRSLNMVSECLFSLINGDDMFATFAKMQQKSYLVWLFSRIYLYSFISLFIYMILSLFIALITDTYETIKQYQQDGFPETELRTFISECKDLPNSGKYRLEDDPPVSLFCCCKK
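Test system – HEK293 line with stable expression of human TRPML3-YFP channel · Control set – carbachol 87 µM final as high control (100%), DMSO as low control (0%) · Signal – Fluo-8 calcium dye fluorescence, ex 470-495, em 515-575 nm · Incubation – 1-h 37 °C dye load, 5-s basal, 120-s post-compound reads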
NPY Y1 blocker = NPY-Y1 (human) receptor antagonism. HEK293-CNG Y1 cells, membrane potential fluorescence; NPY at EC95, then isoproterenol. P25929. inhibition, % at 3.6 µM. AID 1040. hit rate 1% among 200,000;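 active = inhibition above the campaign mean inhibition of all tested compounds plus 3 SD, cut at about 20% in these data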;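 also: 0% = DMSO wells given NPY plus isoproterenol and 100% = isoproterenol alone without NPY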
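Material: HEK293 Y1/CNG channel cell line; also added: NPY (25 nM), isoproterenol (1 µM), Ro 20-1724 (25 µM); doses: one concentration, 3.6 µM, in 0.4% DMSO; schedule: compound incubation 1 h at room temperature, readout 45 min post-stimulation; technique: membrane potential fluorescence; measure: fluorescence ratio normalized to % inhibition between controls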
An asterisk follows results filed as active; . = no result given; & = joins results of further samples; [ ] = dose if it differs, or a comment. Only part of the results is shown (hit frequency here may not be typical).

#	SMILES	EP2 antag	CHOP inh	14-3-3 Bad inh	PPC-1+TRAIL kill	TRPN1 ag
1	CC1(C)C(=O)Nc2ccccc2N1C(=O)COC(=O)c1cc([N+](=O)[O-])ccc1N	12	11	6	5	0.2
2	Cc1ccc2c(CSc3nnc(N)s3)cc(=O)oc2c1	4	2	11	19	-0.2
3	Cc1ccc(-c2nnn(CC(=O)N(CC3CCCO3)C(C(=O)NCC3CCCO3)c3ccc(F)cc3)n2)o1 (centres undefined)	16	-5	2[fluorescence artefact?]	23	-1.3
4	CCOC(=O)N1CCN(C(=O)C2CCN(C(=O)c3cc4sccc4n3CC)CC2)CC1	7	32	-1[fluorescence artefact?]	10	0.8
5	O=[N+]([O-])c1cc2oc3c(c2c(C=NCc2ccccc2)c1O)CCCC3	48*	99*	36	12	0.0
6	CC(C)(C)N=C1NC(=NC(C)(C)C)c2ccccc21	15	16	-15	19	0.3
7	COc1cnc(-c2ccccn2)nc1Oc1ccc(F)cc1F	7	-51	-8	-11	-0.5
8	CC(C)c1ccc(N=c2c([N+](=O)[O-])nn(-c3ccc4c(c3)OCCO4)n2O)cc1	11	23	1	-5	0.2
9	CCN(CC)S(=O)(=O)c1cc(NC(=O)c2cc(-c3ccccn3)nc3ccccc23)ccc1C	5	38	1	22	1.8
10	COc1ccc(NC(=O)c2ccccc2)c([N+](=O)[O-])c1	4	-10	-4	15	-0.4

#	NPY1 pot ag	EP2 modulator	TRPML3 agonist	NPY Y1 blocker
1	-4	-5	0.2	2
2	21	-22	0.1	4
3	2	14	0.2	1
4	-20	14	0.2	5
5	1	22	0.2	-2
6	13	-35	0.0	4
7	-23	-1	-0.3	0
8	-50	-2	0.3	8
9	-47	-41	0.4	9
10	-3	-16	0.3	-1

The listing continues.
#	SMILES	EP2 antag	CHOP inh	14-3-3 Bad inh	PPC-1+TRAIL kill	TRPN1 ag
11	COC(=O)c1sccc1NC(=O)c1sccc1C	11	14	-1	30	0.3
12	O=C(CN1CCN(C2CCCCC2)CC1)NCCC1=CCCCC1	7	2	57[fluorescence artefact?]	2	0.5
13	Cc1nn(Cc2ccccc2)c2sc(C(=O)N3CCN(Cc4ccc5c(c4)OCO5)CC3)cc12	8	22	10	14	0.8
14	CC(C)COc1ccc(C(=O)NC(Cc2c[nH]c3ccccc23)C(=O)NN)cc1 (centres undefined)	14	6	-19	2	0.2
15	Cc1ccc(S(=O)(=O)N2CCN(Cc3ccccn3)CC2)cc1	1	-9	43	14	-1.0
16	COc1ccc(C(=O)N2CCOC23CCN(c2ncccn2)CC3)cc1	5	0	1	-1	-0.2
17	CN(Cc1cn[nH]c1-c1cc2ccccc2o1)CC1CCOCC1	3	-2	-13	16	0.5
18	Cn1ccsc1=NC(=O)c1ccccc1F	9	0	-14	-2	1.0
19	C=CCNC(=O)c1ccc(-c2nc(-c3ccc(Cl)c(Cl)c3)cs2)cc1	7	26	8[fluorescence artefact?]	-1	-0.1
20	CCCSc1cc(=O)n(-c2ccccc2)nc1C(=O)OCC	6	13	5	8	-1.7

#	NPY1 pot ag	EP2 modulator	TRPML3 agonist	NPY Y1 blocker
11	-6	17	0.0	0
12	13	11	0.4	4
13	4	-22	0.8	3
14	14	-33	0.1	.
15	20	22	1.1	-1
16	-7	-5	-0.1	0
17	8	1	0.0	6
18	-2	28	0.7	-2
19	-29	21	0.0	-1
20	-8	11	-1.1	3

Carrying on:
#	SMILES	EP2 antag	CHOP inh	14-3-3 Bad inh	PPC-1+TRAIL kill	TRPN1 ag
21	O=C(COC(=O)CCc1nc2ccccc2s1)Nc1cccc(S(=O)(=O)N2CCOCC2)c1	4	29	-5	10	2.5
22	COc1ccc2nc3sc(C(=O)NCCN4CCc5ccccc5C4)cc3cc2c1	13	35	-3[fluorescence artefact?]	23	-1.4
23	NCC(=O)Nc1ccc(Cl)cc1C(=O)c1ccc[nH]1	11&8	-65	1	-3	1.8
24	CSc1cccc(NC(=O)N2CCCC(CNS(=O)(=O)Cc3ccccc3)C2)c1 (centres undefined)	6	23	-2	21	0.1
25	CN(C)C(=O)CN1C(=O)C2CC=C(Cl)CC2C1=O (centres undefined)	.	25	-11	-6	-0.4
26	COc1cccc(NC2=C(C#N)C(=O)NC(c3cccc(OC)c3O)S2)c1 (centres undefined)	12	-6	-4	-6	0.4
27	C=Cn1c(C(=O)O)ccc1-c1ccc(OC)cc1	8	-15	-6	.	0.7
28	C=CCNc1nc(SC)nc2ccsc12	10	-12	6	6	1.0
29	CN1C(=S)SC(N(O)C(=O)Nc2ccc(Cl)c(Cl)c2)C1(C)C (centres undefined)	8	35	-2	3	1.7
30	C=CCN1C(=O)/C(=C2/Sc3ccccc3N2C)SC1=Nc1ccccc1C	22	0	-18	29	0.7

#	NPY1 pot ag	EP2 modulator	TRPML3 agonist	NPY Y1 blocker
21	-20	18	0.3	7
22	2	-67	0.2	12
23	0	-21&-1	0.0	.
24	2	-41	0.2	1
25	-9	-48	1.1	2
26	6	-2	0.8	.
27	-24	24	0.3	2
28	14	-3	0.7	4
29	19	-39	-0.1	-12
30	-6	-28	1.2	-6

Arranged by number of heavy atoms (highest first): part of the list above
#	SMILES	EP2 antag	CHOP inh	14-3-3 Bad inh	PPC-1+TRAIL kill	TRPN1 ag
21	O=C(COC(=O)CCc1nc2ccccc2s1)Nc1cccc(S(=O)(=O)N2CCOCC2)c1	4	29	-5	10	2.5
24	CSc1cccc(NC(=O)N2CCCC(CNS(=O)(=O)Cc3ccccc3)C2)c1 (centres undefined)	6	23	-2	21	0.1
30	C=CCN1C(=O)/C(=C2/Sc3ccccc3N2C)SC1=Nc1ccccc1C	22	0	-18	29	0.7

#	NPY1 pot ag	EP2 modulator	TRPML3 agonist	NPY Y1 blocker
21	-20	18	0.3	7
24	2	-41	0.2	1
30	-6	-28	1.2	-6

(further entries)
#	SMILES	EP2 antag	CHOP inh	14-3-3 Bad inh	PPC-1+TRAIL kill	TRPN1 ag
31	COC(=O)CN(C#N)c1nc(SC)nc(N(C)C)n1	1	13	0	29	-1.2
32	C/C(=N/OC(=O)CC(C)C)c1cc(-c2ccc(Cl)cc2)no1	7	-16	-7	14	1.9
33	CCO[C@H]1OC(C(N)=O)=C[C@@H](c2ccc(Br)cc2)[C@@H]1CCCO	4	15	-1	21	0.2
34	Cc1ccc(-c2nn(CCC(=O)O)cc2CCC(=O)O)cc1	4	-2	-5	-6	-0.1
35	O=c1[nH]c(-c2cccnc2)nc2ccccc12	11	22	11	-2	0.2
36	Clc1cc(Cl)c2nc(N3CCCC3)sc2c1	7	.	.	.	-0.1
37	Cc1cc(OCc2nc(-c3ccc(NC(=O)c4cccnc4)cc3)no2)ccc1Cl	5	-22	55	11	1.9
38	COc1ccc(N(CC(=O)N/N=C/c2ccc3c(c2)OCO3)S(=O)(=O)c2ccccc2)cc1	13	3	-9	7	2.8
39	CNC(=O)C1CC(=O)N(CCc2ccccc2)C(=Nc2ccc(OC)cc2)S1 (centres undefined)	7	-3	-9	2	-0.8
40	CN(C)c1c(N)[nH]c2c(c1=O)c(=O)n(C)c(=O)n2C	3	39	-1[fluorescence artefact?]	6	0.0

#	NPY1 pot ag	EP2 modulator	TRPML3 agonist	NPY Y1 blocker
31	1	-2	-0.5	-1
32	-22	14	0.6	2
33	15	0	0.4	-1
34	-21	23	0.1	1
35	12	5	0.0	1
36	3	.	1.6	-1
37	1	-3	-0.5	1
38	2	21	0.8	-3
39	-1	-8	1.1	2
40	7	34	0.7	-1

Next part
#	SMILES	EP2 antag	CHOP inh	14-3-3 Bad inh	PPC-1+TRAIL kill	TRPN1 ag
41	Cn1ncc(N=Cc2ccccc2[N+](=O)[O-])c1C(N)=O	11	16	5	-5	1.2
42	Cc1ccc(S(=O)(=O)NCCCCCC(N)=O)cc1	7	-4	.	-7	0.0
43	Cc1ccccc1C(=O)NNc1ncnc2c1cnn2C	5	2	-2	4	0.3
44	COc1ccc(-c2[nH]n(-c3ccc([N+](=O)[O-])cc3)c(=O)c2C=NCc2ccncc2)cc1	7	85*	53	-10	-0.5
45	O=C(CN(Cc1ccco1)C(=O)CNS(=O)(=O)c1ccc(Cl)cc1)NCC1CCCO1 (centres undefined)	3	3	1	-7	-1.1
46	CC(=O)OCC1(C)CN(c2ccccc2)N(C(=O)c2ccc(F)cc2)C1=O (centres undefined)	2	-13	-9	3	-0.1
47	Cc1ccc(/C=C/C(=O)O)cc1S(=O)(=O)Nc1ccc(C(=O)O)cc1	6	-4	-2	16	-0.3
48	Cc1cc(C)c(S(=O)(=O)/N=C2\C=CC(=O)C(Cl)=C2)c(C)c1	7	34	17[fluorescence artefact?]	8	0.1
49	O=C(CNC(=O)c1ccco1)N/N=C/c1c[nH]c2ccccc12	6	-1	-17	29	1.2
50	O=C(CN1NS(=O)(=O)c2ccccc2C1=O)Nc1ccccc1OC(F)F	5	-4	-3	-12	0.6

#	NPY1 pot ag	EP2 modulator	TRPML3 agonist	NPY Y1 blocker
41	5	-2	0.3	.
42	-5	-11	0.6	2
43	18	1	1.3	-4
44	10	-39	0.4	3
45	10	24	0.6	.
46	5	12	0.7	4
47	9	34	0.7	.
48	1	-16	1.3	-4
49	3	-13	-0.5	0
50	11	-35	0.3	5

(listing goes on)
#	SMILES	EP2 antag	CHOP inh	14-3-3 Bad inh	PPC-1+TRAIL kill	TRPN1 ag
51	COc1ccccc1NC(=O)CC1S/C(=N/N=C2\CCCc3ccccc32)NC1=O (centres undefined)	3	-11	-12	18	1.3
52	COC(=O)c1nn(-c2ccccc2)c(=O)cc1Oc1ccccc1	5	-11	-8	10	1.9
53	CCOc1ccc(-c2c(=O)n(OCc3ccccc3Br)c3ccccc3[n+]2[O-])c(OCC)c1	18	29	-8	0	1.4
54	O=C(CN1N=C(c2ccccc2)CCC1=O)NCc1ccco1	5	0	-5[fluorescence artefact?]	11	1.5
55	Cc1nc2nc[nH]n2c(=O)c1CCC(C)C	9	30	-7	18	1.5
56	CCOc1cc(CNc2nn[nH]n2)ccc1OCC(=O)NC(C)(C)C	2	-5	-4	-6	0.9
57	CC1Cn2c(nc3c2c(=O)[nH]c(=O)n3C)O1 (centres undefined)	8	-7	6	6	0.2
58	Cc1ccccc1NC(=O)c1c(Cl)nc(C)c(Cl)c1C	6	11	-13[fluorescence artefact?]	6	-0.4
59	COc1cccc(CNC(=O)CCCNS(=O)(=O)c2cccs2)c1	11	-2	4[fluorescence artefact?]	1	1.1
60	Cc1ccc(S(=O)(=O)N/N=C(\c2ccccc2)c2cccnc2)cc1	6	10	-11	-7	-1.4

#	NPY1 pot ag	EP2 modulator	TRPML3 agonist	NPY Y1 blocker
51	-9	-41	0.3	0
52	5	23	-0.2	1
53	15	33	0.6	0
54	-34	-3	0.7	-3
55	6	17	-0.1	8
56	-4	12	0.5	-2
57	-10	-6	1.4	-4
58	-33	0	0.4	1
59	0	29	0.0	3
60	5	25	-0.2	-1
